# KOR beta-arrestin-1 = KOR antagonists, beta-arrestin recruitment, cell-based, luminescence, uHTS (AID 1778). KOR beta-arrestin recruitment, luminescence, antagonist mode; higher % means a stronger effect. one-dose inhibition, % at 10 µM; IC50 in µM for titrated hits. actives 0.091% (n = 290,000); in the data active means inhibition above about 50%; further: strong numbers were not always called active
# NOD1 NF-kB reporter = NOD1 signaling inhibitors, primary screen, cell-based, luminescence, uHTS (AID 1578). NOD1-driven NF-kB luciferase reporter cells, luminescence; higher % means a stronger effect. actives 1% (n = 290,000). one-dose inhibition, % at 4 µM; EC50 in µM for titrated hits; in the data active means inhibition mostly above about 36%, no sharp cut-off; inactive means mostly below about 34%;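 further: HEK-293T reporter cells stimulated with the NOD1 agonist gamma-tri-DAP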
# GPR35 arrestin U2OS = GPR35 antagonists blocking zaprinast-driven arrestin recruitment, primary screen, imaging, U2OS, beta-arrestin-GFP, zaprinast agonist (AID 2058). U2OS GPR35 beta-arrestin-GFP translocation imaging, zaprinast antagonism; higher % means a stronger effect. actives 0.052% (n = 290,000). one-dose inhibition, % at 10 µM; IC50 in µM for titrated hits. G-protein coupled receptor 35 (Homo sapiens);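 active means inhibition of at least 50% with at least 30 cells and total cytoplasm GFP at most 10,000,000; inconclusive means under 30 cells or total GFP of 10,000,000 plus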
# West Nile virus CPE = West Nile virus antiviral activity, cell-based, CPE readout (AID 1621); actives 0.02% (n = 290,000); West Nile virus-infected cells, CPE inhibition; higher % means a stronger effect; CPE inhibition, % at 10 µM, or IC50 in µM where a hit was titrated; in the data active means a potency from the dose series; inconclusive means CPE inhibition mostly from about 3.7% at the one dose, without a potency; inactive means the rest, 99 in 100 with CPE inhibition below about 2.2%; further: strong numbers were not always called active
# GPR55 beta-arrestin = GPR55 agonists via beta-arrestin recruitment, primary screen, imaging, U2OS cells, beta-arrestin-GFP redistribution (AID 1961); G-protein coupled receptor 55 (Homo sapiens); U2OS GPR55 beta-arrestin-GFP redistribution imaging; higher % means a stronger effect; activation, % at 10 µM; hits with a dose series show EC50 in µM; actives 0.048% (n = 290,000);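 active means activation above 40% with more than 50 cells counted in the well; inconclusive means wells holding fewer than 50 cells, flagged as toxic or sparse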;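 further: U2OS osteosarcoma cells stably expressing GPR55 and beta-arrestin-GFP; plate controls were DMSO negative control for no effect and LPI positive control for full effect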
# Dengue-2 NS5 capping = Dengue-2 NS5 methyltransferase inhibitors, primary screen, biochemical, confirmation dose response (AID 588689). actives 0.3% (n = 340,000). Dengue-2 NS5 methyltransferase capping enzyme assay, biochemical; higher % means a stronger effect. inhibition, % at 25 µM, or IC50 in µM where a hit was titrated; in the data active means a potency from the dose series; inconclusive means inhibition above about 29% without an active follow-up result
# HIV peptide binding = inhibitors of HIV fusion peptide binding, primary screen, biochemical, uHTS, fluorescence dequenching (AID 1986); cell-free peptide binding, fluorescence dequenching, 30 min; higher % means a stronger effect; inhibition, % at 20 µM; hits with a dose series show IC50 in µM; actives 0.3% (n = 290,000); in the data active means inhibition mostly above about 52%, no sharp cut-off; inactive means mostly below about 76%; further: some results filed as inactive read as strong as hits
# KOR beta-arrestin-2 = KOR agonists, beta-arrestin recruitment, primary screen, cell-based, luminescence, uHTS (AID 1777); Kappa-type opioid receptor (Homo sapiens); KOR beta-arrestin recruitment, luminescence; higher % means a stronger effect; activation, % at 10 µM; hits with a dose series show EC50 in µM; actives 0.02% (n = 280,000); in the data active means activation above about 50%, passing the limit was not always enough; further: a part of the inactive calls stands beside numbers as strong as those of hits
# GPR55 LPI antagonism = GPR55 antagonists blocking LPI-driven arrestin recruitment, primary screen, imaging, U2OS, beta-arrestin-GFP, LPI agonist (AID 2013); G-protein coupled receptor 55 (Homo sapiens); U2OS GPR55 beta-arrestin-GFP translocation imaging, LPI antagonism; higher % means a stronger effect; inhibition, % at 10 µM, or IC50 in µM where a hit was titrated; actives 0.13% (n = 290,000);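 active means spots per cell inhibited over 60%, with over 100 cells counted and total cytoplasm intensity under 500,000; inconclusive means wells with under 100 cells, flagged as likely toxic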;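 further: U2OS cells stably carrying GPR55 and arrestin-GFP stimulated by 5 µM LPI near EC80; imaged beta-arrestin-GFP aggregate spots per cell after agonist stimulation; plate controls were LPI-stimulated DMSO wells for no effect and DMSO wells without LPI for full effect; some results filed as inactive read as strong as hits; confirmed hits need IC50 under 10 µM and bright autofluorescent wells are also inconclusive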
# * = called active by the depositor; ? = inconclusive; nt = not tested or not shown; [ ] = remark or other dose. Only part of the results is shown; the hit share may differ from the screen's.
SMILES,KOR beta-arrestin-1,NOD1 NF-kB reporter,GPR35 arrestin U2OS,West Nile virus CPE,GPR55 beta-arrestin,Dengue-2 NS5 capping,HIV peptide binding,KOR beta-arrestin-2,GPR55 LPI antagonism
COC(=O)c1ccc(NCN2C(=O)C3C4CCC(C4)C3C2=O)cc1 (stereo unspecified),-16%,-16%,-8%,0.1%,0.2%,-2%,-0.1%,-1.3%,5%
COC(=O)c1ccc(OCC(=O)c2ccccc2)cc1,20%,-57%,0%,0.1%,-0.1%,2%,-1.4%,-6.9%,8%
NNc1nc(-c2ccccc2Cl)c2cc(Br)ccc2n1,-12%[20 µM],-5%,-4%,-1.2%,-0.3%,-1%,-3.4%,-2.7%,-9%
Cc1cccc(NC(=O)CN(C)S(=O)(=O)c2cccs2)c1,6%,12%,-2%,0.0%,-0.1%,-1%,-1.7%,-4.0%,-13%
Cc1c(C(c2ccccc2O)c2c(C)n(C)n(-c3ccccc3)c2=O)c(=O)n(-c2ccccc2)n1C,15%,-26%,10%,0.4%,-0.2%,-9%,-1.7%,-3.7%,15%
COc1ccc2nc(C)cc(N3CCN(c4ccccc4)CC3)c2c1,-26%,-17%,6%,-0.6%,-0.2%,-11%,-1.3%,-3.4%,2%
O=C(Nc1ccc2nc(-c3ccco3)c(-c3ccco3)nc2c1)N1CCN(c2ccccn2)CC1,10%,13%,-8%,0.6%,-0.3%,20%,46%,6.6%,14%
COc1ccc(CNC(=O)CN2c3ccccc3S(=O)(=O)c3ccccc32)cc1,9%,-10%,14%,-1.0%,0.5%,-3%,0.0%,-3.5%,14%
CCN(CC)c1ccc(C(=O)NN)cc1,0%,-22%,0%,0.8%,0.1%,-1%,1.4%,-2.6%,-1%
CNC(=O)c1c(NC(NC(=O)c2ccco2)C(=O)c2ccc(Cl)cc2)sc2c1CCCC2 (stereo unspecified),16%,8%,-10%,-0.6%,-0.1%,12%,12%,0.6%,-1%
COC(=O)c1sc2nc(SCc3ccccc3C)n(N)c(=O)c2c1C,6%,-33%,-4%,-0.1%,-0.2%,-9%,1.2%,3.5%,-5%
CC(C)Cn1c(N)c(C(=O)COC(=O)c2ccc(F)cc2)c(=O)n(C)c1=O,19%,-9%,6%,-1.5%,0.2%,-5%,-1.7%,-6.9%,7%
CCc1ccc(CNC(=O)CCC(=O)N2Cc3cccc(OC)c3Oc3ncccc32)cc1,-22%,-20%,-11%,-0.5%,-0.2%,-3%,-0.4%,6.6%,-2%
O=C(Cn1cc(C(=O)C2CCCCC2)c2ccccc21)NCC1CCCO1 (stereo unspecified),13%,-10%,2%,-0.6%,-0.2%,-9%,-1.0%,-2.6%,0%
O=C(NCc1cccs1)Nc1ccc(Cl)cc1,-46%,-30%,-5%,0.0%,-0.3%,1%,-1.0%,1.5%,-6%
COc1ccc(Nc2nc(N)nc(CSC(=S)N3CCCCC3C)n2)cc1 (stereo unspecified),-12%,-6%,-2%,0.8%,-0.3%,-10%,-0.3%,1.6%,-21%
CCOc1cc(CNCCSc2nnnn2C)cc(Br)c1OCc1ccccc1F,-33%,20%,-23%,-0.9%,0.2%,-2%,-3.8%,0.9%,25%
O=C(Nc1ccccc1Cl)c1cc[n+]([O-])cc1,-85%,5%,-8%,1.6%,-0.2%,-1%,0.3%,4.2%,11%
COc1cc(NC(=S)Nc2ccccn2)cc(OC)c1OC,12%,-59%,0%,-0.3%,-0.2%,-10%,-1.2%,-2.2%,6%
O=c1[nH]c(=O)n(C2CCCO2)cc1Br (stereo unspecified),23%,-13%,6%,0.7%,-0.1%,-6%,-0.8%,0.9%,6%
Cc1ccsc1C(=O)Nc1nccs1,-24%,-59%,3%,-0.3%,-0.2%,-8%,1.1%,-1.4%,4%
COc1ccc(C(=O)NC(=S)Nc2cccc3ncccc23)cc1[N+](=O)[O-],6%,-5%,3%,-0.5%,-0.1%,3%,-3.5%,-2.2%,17%
O=C(COC(=O)c1ccccc1C(=O)c1ccccc1)Nc1cccc([N+](=O)[O-])c1,20%,6%,-16%,-0.5%,0.1%,-5%,0.9%,4.9%,8%
COCCNC(=O)C(c1ccco1)N(C(=O)Cn1nnc2ccccc21)c1ccccc1C (stereo unspecified),39%,-12%,8%,0.1%,-0.1%,-2%,1.1%,-2.2%,2%

# Sorted by value in HIV peptide binding (falling): 3 from the list above.
mol	HIV peptide binding
O=C(Nc1ccccc1Cl)c1cc[n+]([O-])cc1	0.3%
O=c1[nH]c(=O)n(C2CCCO2)cc1Br (stereo unspecified)	-0.8%
O=C(Cn1cc(C(=O)C2CCCCC2)c2ccccc21)NCC1CCCO1 (stereo unspecified)	-1.0%

# Carrying on.
SMILES,KOR beta-arrestin-1,NOD1 NF-kB reporter,GPR35 arrestin U2OS,West Nile virus CPE,GPR55 beta-arrestin,Dengue-2 NS5 capping,HIV peptide binding,KOR beta-arrestin-2,GPR55 LPI antagonism
CCOc1cc(CNc2ccccc2SC)ccc1O,14%,-7%,2%,-0.4%,-0.1%,nt,-2.3%,-2.6%,6%
OCCN(Cc1ccccc1)Cc1cccc(Cl)c1Cl,23%,28%,12%,-0.6%,-0.1%,-2%,-1.9%,2.7%,15%
Cc1cccc(N(Cc2ccccc2)C(=O)c2ccc(S(C)(=O)=O)cc2)c1,23%,6%,-1%,-0.9%,0.8%,-6%,-0.6%,-7.7%,-8%
C=CCn1c(SC(C)C(=O)NC2(C#N)CCCCC2)nnc1-c1ccc(OC)cc1 (stereo unspecified),-1%,-7%,-2%,-0.8%,-0.1%,-3%,2.0%,0.7%,?
CSc1nc2sc(-c3ccccc3)cc2c(=O)n1N,-2%,-14%,4%,nt,-0.1%,-8%,1.0%,6.0%,19%
Cn1c(CO)cnc1S(=O)(=O)Cc1c(Cl)cccc1Cl,13%,8%,0%,0.3%,-0.1%,-2%,1.1%,-0.7%,5%
CO/N=C/c1cn(-c2ccc(Cl)cc2)nn1,13%,-17%,23%,0.3%,0.1%,-5%,-0.7%,-6.3%,8%
S=c1[nH]nc(-c2cc(-c3ccco3)[nH]n2)n1-c1cccc2ccccc12,4%,-9%,8%,0.4%,-0.1%,16%,3.8%,-2.9%,-6%
COc1ccc(-c2csc(Nc3ncccc3C)n2)cc1,-11%,-33%,18%,0.1%,0.0%,1%,0.5%,-4.4%,-11%
CCOC(=O)c1c(C)[nH]c(C(=O)OCC(=O)N(C)C2CCS(=O)(=O)C2)c1C (stereo unspecified),-31%,5%,-7%,0.0%,0.2%,5%,-1.9%,-1.2%,12%
COc1ccc(-c2noc(CCC(=O)NCCc3cccc(C)c3)n2)cc1,-2%,-16%,-12%,-1.0%,-0.2%,-8%,-1.7%,-5.1%,-6%
COc1ccc(/C=N/NC(=O)Cc2cccs2)cc1,-39%,1%,-4%,1.0%,0.3%,4%,-0.5%,2.8%,2%

# A stretch from the list above, for reference:
SMILES,KOR beta-arrestin-1,NOD1 NF-kB reporter,GPR35 arrestin U2OS,West Nile virus CPE,GPR55 beta-arrestin,Dengue-2 NS5 capping,HIV peptide binding,KOR beta-arrestin-2,GPR55 LPI antagonism
S=c1[nH]nc(-c2cc(-c3ccco3)[nH]n2)n1-c1cccc2ccccc12,4%,-9%,8%,0.4%,-0.1%,16%,3.8%,-2.9%,-6%
COc1ccc(-c2csc(Nc3ncccc3C)n2)cc1,-11%,-33%,18%,0.1%,0.0%,1%,0.5%,-4.4%,-11%
CCOC(=O)c1c(C)[nH]c(C(=O)OCC(=O)N(C)C2CCS(=O)(=O)C2)c1C (stereo unspecified),-31%,5%,-7%,0.0%,0.2%,5%,-1.9%,-1.2%,12%
COc1ccc(-c2noc(CCC(=O)NCCc3cccc(C)c3)n2)cc1,-2%,-16%,-12%,-1.0%,-0.2%,-8%,-1.7%,-5.1%,-6%
COc1ccc(/C=N/NC(=O)Cc2cccs2)cc1,-39%,1%,-4%,1.0%,0.3%,4%,-0.5%,2.8%,2%

# The results go on:
SMILES,KOR beta-arrestin-1,NOD1 NF-kB reporter,GPR35 arrestin U2OS,West Nile virus CPE,GPR55 beta-arrestin,Dengue-2 NS5 capping,HIV peptide binding,KOR beta-arrestin-2,GPR55 LPI antagonism
O=C(CSc1ncn[nH]1)Nc1ncc(C(F)(F)F)cc1Cl,5%,-16%,-3%,-0.2%,0.2%,-4%,-1.0%,-7.3%,17%
C=CC(=C)CC(NC)c1ccccc1 (stereo unspecified),-20%,-6%,2%,0.1%,-0.1%,-4%,1.4%,2.8%,17%
CCCc1[nH]nc2c1C(/C(C)=C/c1ccccc1)C(C#N)=C(N)O2 (stereo unspecified),-26%,28%,-1%,0.5%,0.0%,-1%,0.6%,-3.7%,3%
Cc1cccc(OCc2nnc(SCC(=O)N3CCN(c4ccccc4)CC3)o2)c1C,11%,-21%,-4%,-0.8%,0.3%,-6%,-1.0%,-3.3%,6%
O=C(NCCN1CCOCC1)c1cc([N+](=O)[O-])cc([N+](=O)[O-])c1,-25%[20 µM],18%,-3%,-0.1%,-0.2%,-3%,0.3%,-1.1%,-4%
COCCOC(=O)/C(C#N)=C/c1cn(Cc2ccccc2)nc1-c1cccnc1,-2%[20 µM],-13%,-16%,0.5%,-0.1%,3%,-0.4%,-2.8%,9%
CCOc1c(Cl)cc(CNCc2ccccn2)cc1OC,-22%,-30%,0%,-0.2%,-0.3%,-9%,-1.0%,-0.6%,8%
Cc1ccc2nsnc2c1S(=O)(=O)Nc1cccc2nsnc12,46%,13%,12%,0.7%,-0.3%,1%,-2.2%,3.9%,-7%
COc1ccc(CCNC(=O)C(=O)NCC2OCCCN2S(=O)(=O)c2cc(C)ccc2C)cc1 (stereo unspecified),-6%,-18%,-8%,-0.5%,-0.1%,1%,3.1%,-3.6%,15%
NC(=O)[C@@H]1CCCN1Cc1nc(-c2cccs2)no1,-1%,-28%,10%,0.1%,0.9%,3%,-0.9%,0.9%,0%
CCN(CC)C(=O)c1sc2[nH]c(=S)n(-c3ccccc3)c(=O)c2c1C,-7%,13%,6%,-0.3%,0.0%,-17%,-1.5%,0.5%,25%
COc1ccc(N(CC(=O)Nc2ccc(F)c(Cl)c2)S(=O)(=O)c2c(C)noc2C)cc1,9%,-15%,7%,-0.9%,-0.1%,-8%,-1.2%,-2.9%,8%
COC(=O)c1c(NC(=O)c2c(OC)cccc2OC)sc2c1C(C(=O)OC)CC2 (stereo unspecified),15%,2%,-3%,-0.5%,-0.2%,-4%,-0.2%,-5.3%,16%
CCn1cc(C(=O)N[C@@H](CC(C)C)C(=O)NCCCn2ccnc2)c(=O)c2cc3c(cc21)OCO3,-14%,-16%,-6%,-0.1%,-0.1%,-11%,-0.1%,1.6%,0%

# Assay outcomes (PubChem)
